Source: PubChem BioAssay (Broad Institute)
RAD54 branch: inhibitors of human RAD54 branch migration; AID 602329; Q92698; 0.14% of 360,000 active; RAD54 Holliday junction branch migration, FAM/BHQ fluorescence; inhibition, % at 10.4 µM;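 active = mean normalized replicate activity at least 40 and at least half of replicates scoring 40 or more; inconclusive = only one of the two criteria met; inactive = mean below 40 and under half of replicates reaching 40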;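 also: 0% = median of neutral control wells and 100% = median of positive control wells; inhibitors cause a drop in the FAM fluorescence signal; in these data hits start at about 50%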
Target sequence (Q92698 whole entry, looked up): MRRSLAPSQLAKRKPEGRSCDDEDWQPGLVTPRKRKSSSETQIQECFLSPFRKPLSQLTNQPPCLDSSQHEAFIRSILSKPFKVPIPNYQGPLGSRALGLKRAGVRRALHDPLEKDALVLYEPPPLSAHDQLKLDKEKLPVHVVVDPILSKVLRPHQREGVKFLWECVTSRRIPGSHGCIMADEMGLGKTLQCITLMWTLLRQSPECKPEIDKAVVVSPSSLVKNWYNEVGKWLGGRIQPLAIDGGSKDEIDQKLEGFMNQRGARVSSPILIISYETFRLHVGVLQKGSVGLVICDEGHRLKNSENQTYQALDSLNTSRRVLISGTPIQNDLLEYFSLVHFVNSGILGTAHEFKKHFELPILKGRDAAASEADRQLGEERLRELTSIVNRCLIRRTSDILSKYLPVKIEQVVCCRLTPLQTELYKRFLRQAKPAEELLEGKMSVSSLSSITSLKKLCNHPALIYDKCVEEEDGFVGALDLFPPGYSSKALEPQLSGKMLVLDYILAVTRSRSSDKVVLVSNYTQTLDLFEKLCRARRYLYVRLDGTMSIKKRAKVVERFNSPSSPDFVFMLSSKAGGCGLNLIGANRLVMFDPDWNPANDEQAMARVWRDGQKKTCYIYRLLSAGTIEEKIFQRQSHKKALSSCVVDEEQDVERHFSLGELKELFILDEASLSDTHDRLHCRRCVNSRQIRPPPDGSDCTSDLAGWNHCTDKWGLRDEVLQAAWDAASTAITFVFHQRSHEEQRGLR
esBAF inh: blocks esBAF chromatin remodeling in mouse ES cells. reporter increase, % at 12.5 µM. 2% of 350,000 active. AID 602393. Bmi1-luciferase knock-in reporter, 24 h; 100% = twice the neutral-well signal; in the data active = activation above about 40%; inconclusive = no clear call, values can overlap the other calls;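 also: 0% = median of the plate's neutral control wells and 100% = double that signal; a rise in the Bmi1 reporter signal indicates esBAF inhibition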
* hit, by the source's call. Only part of the results is shown. The share of hits here may be higher or lower than overall.

Results for COc1ccc(-c2nnc(SCC(=O)NC(=O)NCc3ccco3)o2)cc1 ?
RAD54 branch: 16; esBAF inh: 9

What do the screens show for `COc1ccc(C2NC3=C(CCC3)C3(C#N)C4(N=C(N)C23C#N)OCCO4)cc1` (centres undefined)?
RAD54 branch: -6; esBAF inh: 8

Results for O=C(CSc1ncccn1)Nc1ccc(N2CCOCC2)cc1 ?
RAD54 branch: 5; esBAF inh: -5

What do the screens show for `CCN(CC)C(=O)Oc1ccccc1NC(C)=O`?
RAD54 branch: 0; esBAF inh: -11

What do the screens show for `CC(=O)c1cnc(Nc2nc(C)c3ccc(C)cc3n2)nc1C`?
RAD54 branch: 3; esBAF inh: 5

Results for CC(=O)CCc1c(C)[nH]c2ccc(NC(C)=O)cc2c1=O ?
RAD54 branch: 6; esBAF inh: -7

What do the screens show for `O=C(c1ccco1)N1CCN(C(=O)c2ccc(COc3ccc(Cl)cc3Cl)o2)CC1`?
RAD54 branch: -12; esBAF inh: 9

How did CC(C)(C)c1cc(CN2CCOCC2)c(C(=O)O)o1 do in these assays?
RAD54 branch: -6; esBAF inh: 2

Results for Cc1ccc(S(=O)(=O)Cn2cnnn2)cc1 ?
RAD54 branch: -2; esBAF inh: 10

How did CCCCN(CC)CCNS(=O)(=O)c1ccc2c(c1)oc(=O)n2C do in these assays?
RAD54 branch: -4; esBAF inh: -3

How did O=c1oc2ccccc2cc1-c1nc(-c2cccs2)cs1 do in these assays?
RAD54 branch: -4; esBAF inh: 21

What do the screens show for `CCOC(=O)C(CC)(CC)C(=O)/C=C/c1cccc(Br)c1`?
RAD54 branch: -10; esBAF inh: 9

Results for CCCCC(=O)Nc1ccc(C(=O)N2CCC(C(=O)OCC)CC2)cc1 ?
RAD54 branch: 1; esBAF inh: -3

What do the screens show for `Cc1cc(Cl)ccc1NC(=O)CN1CCC(C(O)(c2ccccc2)c2ccccc2)CC1`?
RAD54 branch: 6; esBAF inh: 13

Results for Clc1cccc(Cl)c1CON/C=N/c1ncnc2sccc12 ?
RAD54 branch: -6; esBAF inh: 18

How did N#Cc1c(N2C(=O)C3C4C=CC(C4)C3C2=O)sc2c1CCC2 (centres undefined) do in these assays?
RAD54 branch: 10; esBAF inh: -1

What do the screens show for `CCOC(=O)c1ccc(NC(=O)N2CCCCC2)cc1`?
RAD54 branch: -4; esBAF inh: 38

How did CCC(CC)C(=O)NCCNC(=O)C(CC)CC do in these assays?
RAD54 branch: 4; esBAF inh: 1

What do the screens show for `COc1cc(C(=O)NCC2CCCO2)cc(OC)c1OC` (centres undefined)?
RAD54 branch: -10; esBAF inh: -1

How did CC1=Nn2c(nnc2-c2ccc(F)cc2)SC1 do in these assays?
RAD54 branch: -9; esBAF inh: 0

What do the screens show for `O=C(C1CCN(S(=O)(=O)c2cnc[nH]2)CC1)N1CCN(Cc2ccc3c(c2)OCO3)CC1`?
RAD54 branch: 2; esBAF inh: -13

Results for Nc1c(N=Nc2cccc(Cl)c2)c(=O)[nH]n1-c1ccccc1 ?
RAD54 branch: 6; esBAF inh: inconclusive

What do the screens show for `CCOC(=O)c1cn(CC(=O)Nc2ccc3c(c2)OCCO3)nn1`?
RAD54 branch: -12; esBAF inh: 10

Results for COc1ccc(C2CC(=O)n3c(nc4ccccc43)S2)cc1OC (centres undefined) ?
RAD54 branch: -2; esBAF inh: -1

How did CCOC(=O)c1c(NC(=O)c2nn(CC)cc2Br)sc(C)c1C do in these assays?
RAD54 branch: -8; esBAF inh: 3

What do the screens show for `COCCNC(=O)C(c1cccs1)N(CCc1ccccc1)C(=O)Cn1nnc2ccccc21` (centres undefined)?
RAD54 branch: -3; esBAF inh: -6

Results for CCOc1ccccc1NC(=O)c1ccc(Cl)c(NC(=O)CC(c2ccccc2)c2ccccc2)c1 ?
RAD54 branch: -10; esBAF inh: 7

What do the screens show for `COc1ccc(-c2csc(Nc3cccnc3)n2)cc1OC`?
RAD54 branch: 0; esBAF inh: 25

How did COc1ccc(-n2c(SCc3ccc(C#N)cc3)nnc2-c2ccccn2)cc1 do in these assays?
RAD54 branch: -12; esBAF inh: 4

What do the screens show for `O=C(NNC(=O)C1CCCO1)c1ccc(Cl)cc1` (centres undefined)?
RAD54 branch: -14; esBAF inh: 5

How did O=C(NCc1ccccn1)C1COc2ccccc2O1 (centres undefined) do in these assays?
RAD54 branch: 4; esBAF inh: -1

What do the screens show for `CCN(CC)CC(=O)c1c[nH]c2ccc(C)cc12`?
RAD54 branch: -3; esBAF inh: -6

Results for CC1Cc2ccccc2N1Cc1cc(=O)n2ccsc2n1 (centres undefined) ?
RAD54 branch: -5; esBAF inh: 9

Results for CC1CCN(S(=O)(=O)c2ccc(N/N=C(/C#N)C(N)=O)cc2)CC1 ?
RAD54 branch: -18; esBAF inh: -4

How did COc1ccc(C(C(=O)NC(C)(C)C)N(Cc2cccs2)C(=O)CCC(=O)Nc2cc(C)on2)cc1 (centres undefined) do in these assays?
RAD54 branch: 4; esBAF inh: 0

How did COc1cccc(NC(=O)CSc2nnc(CN3CCOCC3)n2C)c1 do in these assays?
RAD54 branch: -7; esBAF inh: -8

How did CN(C)CC1(c2ccccc2)CCCC1 do in these assays?
RAD54 branch: -9; esBAF inh: 1

What do the screens show for `COc1ccc(NC(=O)c2nc[nH]c2C(=O)Nc2ccccc2C)cc1`?
RAD54 branch: 0; esBAF inh: 7

Results for CCCNc1nc(NCC)nc(OC)n1 ?
RAD54 branch: 8; esBAF inh: -2

What do the screens show for `CCC(CC)NC(=O)COC(=O)c1ccc(OCC(=O)Nc2ccccc2OC)c(OC)c1`?
RAD54 branch: -6; esBAF inh: -7

Results for CCCn1c(NCc2ccco2)nc2c1c(=O)n(C)c(=O)n2C ?
RAD54 branch: -2; esBAF inh: -7

Results for COc1ccc(CCNC(=O)C(=O)N2CCCCC2)cc1OC ?
RAD54 branch: -5; esBAF inh: -2

Results for CCOC(=O)C1Cc2ccccc2CN1 (centres undefined) ?
RAD54 branch: -3; esBAF inh: 0

How did C=CCNC(=O)C1CC(=O)N(c2ccc(OCC(=O)Nc3ccc(C)cc3)cc2)C1 (centres undefined) do in these assays?
RAD54 branch: 7; esBAF inh: -5

How did O=C(Nc1ccncc1)c1ccccc1F do in these assays?
RAD54 branch: -10; esBAF inh: -7

How did COc1ccc(OC)c(NC(=O)N[C@@H](Cc2ccccc2)C(=O)O)c1 do in these assays?
RAD54 branch: 2; esBAF inh: 8

What do the screens show for `Cc1cc(NC(=O)CCCC(=O)OCC(F)(F)C(F)F)cc(C)c1C(=O)O`?
RAD54 branch: -7; esBAF inh: -10

Results for Cc1cccc(Nc2nc(N)nc(CN3CCN(c4ccccc4)CC3)n2)c1 ?
RAD54 branch: 9; esBAF inh: 3

Results for Oc1ccccc1CNCCCNCc1ccccc1O ?
RAD54 branch: 5; esBAF inh: -3

What do the screens show for `CNC(=O)c1nnn(-c2ccccc2)c1C(=O)NC`?
RAD54 branch: 1; esBAF inh: -4

How did N#CCSc1nnc(Nc2ccccc2)s1 do in these assays?
RAD54 branch: 4; esBAF inh: -12

How did O=C(Cc1ccccc1)Nc1ccc(CN2CCOCC2)cc1 do in these assays?
RAD54 branch: -21; esBAF inh: 29

Results for CCc1ccc(NC(=S)NC2CC3CCC(C2)N3Cc2ccco2)cc1 (centres undefined) ?
RAD54 branch: -9; esBAF inh: 5

How did CCOC(=O)c1c(C(=O)OCC)c(C)n(N2C(=O)CSC2=S)c1C do in these assays?
RAD54 branch: -44; esBAF inh: -4

Results for COc1ccc(CNC(=O)C2CCCN2S(=O)(=O)c2ccccc2)cc1 (centres undefined) ?
RAD54 branch: 5; esBAF inh: 8

Results for O=C(CNC(=O)Cc1ccccc1)NCC(=O)OCc1ccccc1 ?
RAD54 branch: -14; esBAF inh: -7

How did COCCn1c(=O)[nH]c2cc(C(=O)NCCN3CCN(c4cccc(Cl)c4)CC3)ccc2c1=O do in these assays?
RAD54 branch: 1; esBAF inh: -11

Results for Cn1nccc1C(=O)Nc1ccc(OC(=O)c2ccnn2C)cc1 ?
RAD54 branch: 5; esBAF inh: 10

What do the screens show for `CCOC(=O)C(NC(C)=O)C(OC(C)=O)c1cccc([N+](=O)[O-])c1` (centres undefined)?
RAD54 branch: -5; esBAF inh: -5

What do the screens show for `CC1CC(C)(C)NC(C)c2ccccc21` (centres undefined)?
RAD54 branch: 3; esBAF inh: -4

What do the screens show for `Cc1cnc(C(=O)Nc2ccc(F)c(F)c2)cn1`?
RAD54 branch: -2; esBAF inh: 62*

What do the screens show for `CCN(CC)c1ccc2cc(-c3nnc(-c4ccncc4)o3)c(=O)oc2c1`?
RAD54 branch: -76; esBAF inh: 44*

How did CCC(C#CCN1CCCCC1)(CC)OCCC#N do in these assays?
RAD54 branch: 0; esBAF inh: -8

Results for CC(C)Cc1[nH]c(=O)c(C#N)c2c1CCCC2 ?
RAD54 branch: 4; esBAF inh: 2

What do the screens show for `Cn1c(N2CCCC2)nc2c1c(=O)n(Cc1ccc(Cl)cc1)c(=O)n2C`?
RAD54 branch: -6; esBAF inh: -5

How did COc1cc(C)ccc1OCCOc1cc(C)ccc1Cl do in these assays?
RAD54 branch: -4; esBAF inh: 22

What do the screens show for `Cn1cccc1C(=O)NC(=O)CSc1cccc[n+]1[O-]`?
RAD54 branch: 1; esBAF inh: -3

What do the screens show for `NC(=O)C1CCN(c2ccc(C(F)(F)F)cc2[N+](=O)[O-])CC1`?
RAD54 branch: -8; esBAF inh: 2

What do the screens show for `COc1ccccc1OCc1ccc(C(=O)OCC2CCCO2)o1` (centres undefined)?
RAD54 branch: 6; esBAF inh: 26

What do the screens show for `CC(C)(C)NC(=O)C(c1ccc(OCC(N)=O)cc1)N(C(=O)c1cccnc1)C1CC1` (centres undefined)?
RAD54 branch: 0; esBAF inh: -3

Results for CC1CCC/C(=C\Nc2ccccc2C(=O)O)C1=O (centres undefined) ?
RAD54 branch: -11; esBAF inh: -9

What do the screens show for `C/C(=N/OCC(=O)Nc1ccc(C)cc1C)c1cccs1`?
RAD54 branch: -12; esBAF inh: -10

What do the screens show for `CCOC(=O)c1ccc2nc(C(F)(F)F)[nH]c(=O)c2c1`?
RAD54 branch: -12; esBAF inh: 1

How did COc1ccc(-c2nnc3sc(COc4ccccc4)nn23)cc1 do in these assays?
RAD54 branch: 4; esBAF inh: 1

Results for CSc1nc(NC(C)(C)C)nc(Oc2ccc(=O)n(C)n2)n1 ?
RAD54 branch: 2; esBAF inh: -3

Results for Cn1c(SCC(=O)Nc2cccc(F)c2)nnc1-c1cc2ccccc2o1 ?
RAD54 branch: 2; esBAF inh: 20

Results for C#CCOC(=O)C(NC(=O)c1ccccc1)=C1CCCCC1 ?
RAD54 branch: -1; esBAF inh: 4

What do the screens show for `CC(=O)c1c(NC(=O)C(C)C)nc(C)nc1-c1ccccc1`?
RAD54 branch: -6; esBAF inh: -5

What do the screens show for `CSc1ccc(NC(=O)NCCCN2CCN(c3ccccc3F)CC2)cc1`?
RAD54 branch: 6; esBAF inh: -2

Results for CCOC(=O)c1[nH]c(CSc2nnc(-c3ccncc3)n2CCOC)c(C(=O)OCC)c1C ?
RAD54 branch: -4; esBAF inh: 2

How did CN1C(=O)C2C=CC1C1C(=O)N(c3ccccc3)C(=O)C21 (centres undefined) do in these assays?
RAD54 branch: -11; esBAF inh: 57*

What do the screens show for `COc1ccc2c(c1)C(=O)/C(=C/C=C/c1ccccc1)CC2`?
RAD54 branch: -1; esBAF inh: 7

What do the screens show for `N#Cc1cnc2sc3ccccc3n2c1=N`?
RAD54 branch: 7; esBAF inh: inconclusive

How did CCC(C)(C)n1nnnc1C(c1ccc(OC)c(OC)c1)N1CCN(c2cccc(OC)c2)CC1 (centres undefined) do in these assays?
RAD54 branch: 2; esBAF inh: -6

What do the screens show for `Cc1ccc(-n2nc(-c3ccco3)cc2C(=O)NCc2cccnc2)cc1`?
RAD54 branch: -6; esBAF inh: 6

How did Cc1nn(-c2ccccc2)c(C)c1C(=O)OCC(=O)N1CCN(S(=O)(=O)c2ccccc2)CC1 do in these assays?
RAD54 branch: 5; esBAF inh: -1

What do the screens show for `Cc1ccccc1-n1nc2c(c1NC(=O)c1c(-c3ccccc3Cl)noc1C)CSC2`?
RAD54 branch: -11; esBAF inh: -7

What do the screens show for `O=C(NCc1ccccn1)c1ccc(Cn2cc(Br)cn2)o1`?
RAD54 branch: -9; esBAF inh: 6

Of the compounds above, 10 contain an aryl thioether with sulfur outside any ring:
Results for COc1ccc(-c2nnc(SCC(=O)NC(=O)NCc3ccco3)o2)cc1 ?
RAD54 branch: 16; esBAF inh: 9

Results for O=C(CSc1ncccn1)Nc1ccc(N2CCOCC2)cc1 ?
RAD54 branch: 5; esBAF inh: -5

How did COc1ccc(-n2c(SCc3ccc(C#N)cc3)nnc2-c2ccccn2)cc1 do in these assays?
RAD54 branch: -12; esBAF inh: 4

How did COc1cccc(NC(=O)CSc2nnc(CN3CCOCC3)n2C)c1 do in these assays?
RAD54 branch: -7; esBAF inh: -8

How did N#CCSc1nnc(Nc2ccccc2)s1 do in these assays?
RAD54 branch: 4; esBAF inh: -12

What do the screens show for `Cn1cccc1C(=O)NC(=O)CSc1cccc[n+]1[O-]`?
RAD54 branch: 1; esBAF inh: -3

Results for CSc1nc(NC(C)(C)C)nc(Oc2ccc(=O)n(C)n2)n1 ?
RAD54 branch: 2; esBAF inh: -3

Results for Cn1c(SCC(=O)Nc2cccc(F)c2)nnc1-c1cc2ccccc2o1 ?
RAD54 branch: 2; esBAF inh: 20

What do the screens show for `CSc1ccc(NC(=O)NCCCN2CCN(c3ccccc3F)CC2)cc1`?
RAD54 branch: 6; esBAF inh: -2

Results for CCOC(=O)c1[nH]c(CSc2nnc(-c3ccncc3)n2CCOC)c(C(=O)OCC)c1C ?
RAD54 branch: -4; esBAF inh: 2

In the list so far, these have a nitro group on carbon.
What do the screens show for `CCOC(=O)C(NC(C)=O)C(OC(C)=O)c1cccc([N+](=O)[O-])c1` (centres undefined)?
RAD54 branch: -5; esBAF inh: -5

What do the screens show for `NC(=O)C1CCN(c2ccc(C(F)(F)F)cc2[N+](=O)[O-])CC1`?
RAD54 branch: -8; esBAF inh: 2
